KCNQ2 block – KCNQ2 channel blockers in CHO-K1 cells – cell-based, FluxOR thallium flux, B-score, primary screen (AID 2156). O88943. 20 min; active compounds read low. B-score at 10 µM. actives 1.1% (n = 310,000);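 active means fluorescence ratio B-score at most minus 3 library SDs, with starting brightness B-score within 2 library SDs, cut at about -5.5 in these data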
CHT block – inhibitors of human choline transporter CHT; Q9GZV3; B-score at 10 µM; actives 0.86% (n = 310,000); CHT-expressing cells, membrane potential dye, choline response; active compounds read low; AID 488975;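 active means B-score over 3 SD under the library average, and starting fluorescence ratio not unusually high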;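 further: choline stimulus applied at its EC90 after an EC20 pre-addition; B-score computed on integrated fluorescence ratio after choline addition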
Target sequence (Q9GZV3 whole entry, looked up): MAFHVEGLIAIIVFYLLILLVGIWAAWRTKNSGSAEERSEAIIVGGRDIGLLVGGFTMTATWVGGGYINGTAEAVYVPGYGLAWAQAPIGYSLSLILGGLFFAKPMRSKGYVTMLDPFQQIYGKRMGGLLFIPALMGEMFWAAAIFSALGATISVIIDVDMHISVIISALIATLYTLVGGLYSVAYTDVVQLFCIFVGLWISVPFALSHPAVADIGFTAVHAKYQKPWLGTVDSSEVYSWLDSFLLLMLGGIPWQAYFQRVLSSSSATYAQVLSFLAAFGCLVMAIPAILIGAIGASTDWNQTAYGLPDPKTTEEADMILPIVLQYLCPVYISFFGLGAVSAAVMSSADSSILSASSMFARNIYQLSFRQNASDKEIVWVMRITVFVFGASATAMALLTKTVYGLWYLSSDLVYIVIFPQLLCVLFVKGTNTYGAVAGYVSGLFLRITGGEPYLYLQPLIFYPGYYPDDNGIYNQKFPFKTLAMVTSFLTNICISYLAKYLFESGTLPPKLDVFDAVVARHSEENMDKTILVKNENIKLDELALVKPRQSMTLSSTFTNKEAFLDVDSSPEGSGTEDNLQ
* hit, by the source's call; i = inactive; / = not tested or not shown.

SMILES	KCNQ2 block	CHT block
CC(C)N(Cc1cn(C)nc1-c1cccc(Cl)c1)CC1CCC(=O)N1 (stereo not given)	i	i
Cc1ccc(-c2nc(CS(=O)CC(=O)NCCN(CC(C)C)CC(C)C)c(C)o2)cc1 (stereo not given)	i	i
Cc1sc2ncnc(N3CCN(CCOc4ccc(Cl)cc4)CC3)c2c1C	i	i
CC(C)C(=O)Nc1nnc(S(=O)(=O)N2c3ccccc3CC2C)s1 (stereo not given)	i	i
Cc1cccc(-c2nnc(NC(=O)c3cccs3)s2)c1	i	i
c1ccc(Nc2ccccc2)cc1	/	i
CC(C)C[C@H](NC(=O)c1nc[nH]c1C(=O)N1CCN(C(=O)OC(C)(C)C)CC1)C(=O)OC(C)(C)C	i	i
CCOC(=O)C(NCCCO)c1ccccc1 (stereo not given)	i	i
CC(=O)Nc1ccc(NC(=O)C(C)Sc2nc3nc(C)cc(C)n3n2)cc1 (stereo not given)	i	i
CC1CCN(c2nc(-c3cccnc3)nc3scc(-c4ccccc4)c23)CC1	i	i
O=C(COC(=O)c1cc(=O)[nH]c2ccccc12)Nc1ccc(Cl)cn1	i	i
COc1ccc(/C=N/Nc2nc(Nc3ccccc3)nc(N3CCCCC3)n2)c(OC)c1	i	i
Cc1cccc(-n2c(-c3ccco3)nc3nc4ccccc4nc32)c1	i	i
Cc1onc(-c2ccccc2)c1C(=O)OCC(=O)N(C)c1c(N)n(Cc2ccccc2)c(=O)[nH]c1=O	i	i
CCOC(=O)c1oc2cc(O)c(CC)cc2c(=O)c1-c1cscn1	i	i
COC(=O)C1(C(C[N+](=O)[O-])c2ccc(C)cc2)C(=O)NCC1c1ccco1 (stereo not given)	i	i
O=C(/C(=C/c1ccccc1)n1cncn1)c1ccc(Cl)cc1Cl	i	i
CCCCCC(=O)Nc1sc(C)c(C)c1C#N	i	i
O=C1CC(C(=O)N(c2cccc(F)c2)C(C(=O)NC2CCCC2)c2ccccn2)CS1 (stereo not given)	i	i
O=C(N/N=C/c1sc(=O)n(-c2ccccc2)c1Cl)c1ccncc1	i	i
CCC(C)C1C(C#N)=C(N)Oc2n[nH]c(-c3ccccc3)c21 (stereo not given)	i	i
CCn1c(SCC(=O)NCc2ccco2)nnc1C1CCCC1	i	i
CCCCN(CC)Cc1ccc(CNC(=O)Nc2ccc(Cl)cc2)o1	i	i
CCc1ccc2oc(-c3cc(N)cc(C)c3O)nc2c1	/	i
CCc1ccc(-c2cc(C)no2)cc1S(=O)(=O)N1CCOc2ccc(C)cc21	i	i
O=C(Nc1nncs1)c1ccc(Br)c(S(=O)(=O)N2CCCC2)c1	i	i
CC(=O)c1ccc(NC(=O)C(C)Sc2n[nH]c(-c3cccnc3)n2)cc1 (stereo not given)	i	i
O=C(CCCN1C(=O)c2cccc3cccc(c23)C1=O)Nc1ccon1	i	i
Cc1cc2cc(CNC(=S)Nc3ccc(OC(F)F)cc3)ccc2[nH]1	i	i
CC(=O)Nc1ccc(C(=O)N2CC(=O)NC(=O)C2)cc1	i	i
C=CCN(C(=O)Nc1ccccc1)C1CC(=O)N(c2ccc(OC)cc2)C1=O (stereo not given)	i	i
COc1ccc2nc(N3CCN(C(=O)c4ccc([N+](=O)[O-])o4)CC3)sc2c1	i	i
Cc1onc(-c2ccccc2)c1C(=O)Nc1cccc(OC(C)C)c1	i	i
O=C(Nc1nc2c(F)cc(F)cc2s1)c1ccc([N+](=O)[O-])o1	i	i
COCCNC(=O)c1cccc(C)c1[N+](=O)[O-]	i	i
CCCN1CCN(CCCNC(=O)C(CC)n2nc(C)n3c(cc4occc43)c2=O)CC1 (stereo not given)	i	i
CSc1ccccc1NC(=O)CN(C)CC(=O)Nc1ccc(Cl)cc1F	i	i
Fc1ccc2c(c1)C1C=CCC1C(c1cc3c(cc1Br)OCO3)N2 (stereo not given)	i	i
Cc1cc(C)c(NC(=O)Cn2nnc(C(=O)NCc3ccc4c(c3)OCO4)c2N)c(C)c1	i	i
Cc1cc(-c2onc(C)c2C(=O)Nc2ccc(C(F)(F)F)cc2)no1	i	i
O=C1CC[C@H](O)CCN1[C@H](CSc1ccccc1)Cc1ccccc1	i	i
NS(=O)(=O)c1ccc(CNC(=O)/C=C/c2ccc(Cl)c(Cl)c2)cc1	i	i
CN(Cc1ccccc1)S(=O)(=O)c1cn(C)cn1	i	i
Cc1ccc(Cn2c(=O)n(CCC(=O)NCc3ccc4c(c3)OCO4)c(=O)c3ccccc32)cc1	i	i
Cc1cccc(NC(=O)CSc2nnc(NC(=O)C3CC3)s2)c1C	i	i
Cc1nc2ncnn2c(N2CCN(C(=O)Cc3cccs3)CC2)c1C	i	i
CCN(C(=O)c1cc2c(=O)n3ccccc3nc2s1)C1CCCCC1	i	i
Cc1noc(C)c1C(=O)N1CCN(S(=O)(=O)c2cccs2)CC1	i	i
CC(=O)c1ccc(NC(=O)Nc2cccc(Cl)c2)cc1	i	i
Cc1cc(C)c2c(=O)[nH]c(SCc3ccc([N+](=O)[O-])cc3)nc2n1	i	i
CCCOc1ccc(C(C)=O)cc1CSCCC#N	i	i
CCn1c(SCC(=O)Nc2ccc3[nH]c(=O)[nH]c3c2)nnc1-c1ccccc1	i	i
O=C(NCCc1cccs1)C1CC(c2cccc(F)c2)=NO1 (stereo not given)	i	i
COCCCn1c(=O)c2sccc2n2c(CCCC(=O)NCc3ccccc3)nnc12	i	i
CC(Oc1ccccc1)C(=O)N1CCN(c2ccc(N3CCOCC3)nn2)CC1 (stereo not given)	i	i
CC(NC(=O)c1ccc(N2CCCC2)c([N+](=O)[O-])c1)c1ccc(S(N)(=O)=O)cc1 (stereo not given)	i	i
CCOc1ccc2c(c1)[N+](C)(C)C(C)(C)C=C2C	i	i
COc1ccc(S(=O)(=O)N(C)c2ccc(C(=O)N3CCOCC3)cc2)cc1	i	i
COc1ccc(CCN2C(=O)c3[nH]nc(-c4ccccc4O)c3C2c2ccc(C)cc2)cc1OC (stereo not given)	i	i
COc1ccc(/C=C/C(=O)Nc2ccccc2Cl)cc1S(=O)(=O)N1CCOCC1	i	i

Following part.
SMILES	KCNQ2 block	CHT block
COC(=O)c1sccc1NC(=O)NC1CCCCC1	i	i
O=C(O)c1ccccc1NS(=O)(=O)c1ccc2c3c(cccc13)C(=O)N2	i	i
CC(C)C(=O)N(Cc1ccccc1)S(=O)(=O)c1ccc2c(c1)oc(=O)n2C	i	i
CC1(C)C(c2cccs2)=[N+]([O-])C2(CCCCC/C2=N\NC(N)=S)N1O (stereo not given)	i	i
Cc1cccc(C)c1NC(=S)N/N=C/c1ccc(C(=O)O)cc1	i	i
CC(C)(C)Oc1ncc(Br)c(OC(C)(C)C)n1	i	i
Cc1ccc(S(=O)(=O)CC(=O)Nc2nc(-c3ccccc3)cs2)cc1	i	i
COc1cc(CNC(C)(C)CO)cc(Br)c1OCc1ccc(Cl)cc1	i	i
COc1ccc2c(c1)N(C)/C(=C1/SC(=NCc3ccccc3)N(c3ccccc3)C1=O)S2	i	i
Cc1ccc(S(=O)(=O)CCC(=O)OCC(=O)c2c(N)n(CC(C)C)c(=O)n(C)c2=O)cc1	i	i
CCOC(=O)c1c2ccc(OCC(=O)N/N=C/c3ccc(Cl)cc3)cc2n2ccccc12	i	/
CCOC(=O)NN1C(=O)c2ccccc2NC1(C)C	i	i
CC(=O)Oc1c(S(=O)(=O)c2ccc(C)cc2)c(C)nn1-c1ccccc1	i	i
COC(CNC(=O)C(=O)NCC1OCCN1C(=O)c1ccc(Cl)cc1)OC (stereo not given)	i	i
COc1cc(/C=N/NC(=O)c2cccs2)ccc1OCc1ccccc1	i	i
COc1ccc(/C(C)=N/NC(=O)c2ccc3nc[nH]c3c2)cc1	i	i
Cc1cc(C(=O)N/N=C/c2cc([N+](=O)[O-])cc(C)c2O)n[nH]1	i	/
COc1ccc(C(C(=O)NC(C)C)N(C(=O)CCC(=O)Nc2nccs2)c2ccccc2F)cc1 (stereo not given)	i	i
C=CCN(C(=O)c1csnn1)C(C(=O)NCc1ccc(F)cc1)c1ccc(F)cc1 (stereo not given)	i	i
Cc1cc(-c2ccccc2)nc(SCC(=O)c2cccc([N+](=O)[O-])c2)n1	i	i
Cc1cc(C(=O)CSc2nncs2)c(C)n1-c1c(C)n(C)n(-c2ccccc2)c1=O	i	i
CC(C)(C)c1ccc(C(=O)N2CCNCC2)cc1	i	i
Cc1ccc(NC(=O)c2ccccc2[N+](=O)[O-])nc1	i	i
Cc1nc(N2CCN(c3ccccn3)CC2)c2c(C)c(C(=O)Nc3c(C)cc(Br)cc3C)sc2n1	-7.9*	i
O=[N+]([O-])c1ccc(Cl)c(S(=O)(=O)N2CCCCCC2)c1	i	i
Cc1nnc(NC(=O)CN2CCN(Cc3ccccc3Cl)CC2)s1	i	i
COc1ccc(-c2c(C)n([O-])c(C)c(C)[n+]2=O)cc1	i	i
CN(C(=O)Cc1csc(-c2ccccc2)n1)c1c(N)n(Cc2ccccc2)c(=O)[nH]c1=O	i	i
CCN(CC(=O)Nc1ccccc1OC)C(=O)c1cc(S(=O)(=O)N2CCCCCC2)ccc1OC	i	i
Cc1cc(C(=O)N/N=C/c2cn(C)nc2C)c2ccccc2n1	i	i
COC(=O)Cn1c(=O)oc2ccc(C)cc21	i	i
O=C(Nc1ccc2c(c1)C(=O)NC2=O)c1ccccc1Cl	i	i
CCOC(=O)N1CCC(Nc2ccc(N3C(=O)C4CCCCC4C3=O)cc2[N+](=O)[O-])CC1 (stereo not given)	i	i
COc1ccc(/C=C(\NC(=O)c2ccc(OCC(C)C)cc2)C(=O)OCc2ccco2)cc1	i	i
CCN1C(=O)[C@H]2[C@@H](c3ccc(-c4ccc(F)cc4)cc3)N[C@@](Cc3ccccc3)(C(=O)OC)[C@H]2C1=O	i	i
CC(C)(C)c1cc(/C=N/O)cc(C(C)(C)C)c1O	i	i
CC(=O)c1ccc(-c2cccs2)s1	i	i
COC(=O)c1ccc(C2C(C(=O)c3cc4ccccc4o3)=C(O)C(=O)N2c2cc(C)on2)cc1 (stereo not given)	i	i
COC(=O)C1=C(C)NC2=C(C(=O)CC(c3cccs3)C2)C1c1ccsc1 (stereo not given)	i	i
COC(=O)c1cc(OC)c(OC)cc1NC(=O)c1cc(C(C)(C)C)oc1C	i	i
CCOc1ccccc1NC(=O)COC(=O)CC(C)(C)CC1=NS(=O)(=O)c2ccccc2N1	i	i
CCOc1ncnc2c1[nH]c1ccccc12	i	i
O=c1oc2ccccc2cc1-c1ccccc1	i	i
Cc1csc(NS(=O)(=O)c2cccc([N+](=O)[O-])c2)n1	i	i
O=C(Cn1nnc(-c2ccccc2F)n1)Nc1ccc2c(c1)OCO2	i	i
COc1ccccc1/C=C/c1nc(C#N)c(N(C)C)o1	i	i
COCCN1CCN(C(=O)C2CCC(=O)N(CCc3ccc(Cl)cc3)C2)CC1 (stereo not given)	i	i
COc1ccc(Cn2c(C)c(C)c(C#N)c2NC(=O)Nc2cccc(Cl)c2)cc1	i	i
O=C(O)c1nn(CC(=O)N2CCN(c3ccccc3)CC2)c(=O)c2ccccc12	i	i
COc1ccc(C(=O)n2nc(-c3ccc(C)cc3)nc2N)cc1OC	i	i
O=C(Nc1ccccc1-c1ccccc1)C1CCCN(c2ncccn2)C1 (stereo not given)	i	i
Cc1ccc(Nc2nc(Cl)c(C=O)s2)cc1Cl	i	i
CCN(CC)Cc1c(C(=O)N/N=C/c2ccccn2)nnn1-c1nonc1N	i	i
COc1ccccc1NC(=O)CCc1c(C)[nH]c(=O)c(C#N)c1C	i	i
CN(C)S(=O)(=O)c1ccc(NC(=O)N2CCOCC2)cc1	i	i
O=C(NNC(=S)NC(=O)c1ccc(F)cc1)c1cccnc1	i	i
O=C(OCc1cncs1)c1cccs1	i	i
NS(=O)(=O)c1ccc(CCNC(=O)c2ccco2)cc1	i	i
COc1ccc(CN(C(=O)c2cnccn2)C(C(=O)NC(C)(C)C)c2cc(OC)c(OC)c(OC)c2)cc1 (stereo not given)	i	i
OCC1CCCCN1CC(O)COC(c1ccc(F)cc1)c1ccc(F)cc1 (stereo not given)	i	i

More results
SMILES	KCNQ2 block	CHT block
O=C(NC1CCCCC1NC(=O)c1ccco1)c1ccco1 (stereo not given)	i	i
CC1CCN(Cc2cc(=O)oc3cc4c(cc23)CCCC4)CC1	i	i
O=c1cc[nH]c2ccc(Cl)cc12	i	i
COc1ccc(N2CCN(Cc3cc(=O)oc4ccc5ccccc5c34)CC2)cc1	i	i
